D2 ag: agonists of human D2 dopamine receptor. P14416. HEK293 T-REx D2 cells, calcium flux agonist mode. activation, % at 2 µM. actives 0.53% (n = 340,000). AID 485358;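 active = activation over 3 SD above normal in the single-dose calcium agonist read, cut at about 30% in these data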; note: 0% is about no effect
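In this primary screen, compounds producing a positive calcium signal within 180 s of addition to tetracycline-induced, force-coupled HEK293 Trex D2 cells are flagged; cells are dye-loaded with a no-wash calcium kit beforehand.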
mIDH1 inhibitor: blocks human mutant IDH1 R132H enzyme | actives 0.093% (n = 390,000) | O75874 | Potency, µM (top dose mostly 76.6 µM), for inactives: at the highest dose activity change, negative = inhibition, usual class: inhibitors | AID 602179 | IDH1-R132H enzyme, NADPH consumption, diaphorase/resazurin fluorescence; note: potency is the fitted concentration of half-maximal effect; % is set by controls: 0 for no effect and ±100 for the full control effect; nearly all actives have a fitted effect of over 65% in size
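IDH1-R132H (0.5 ug/mL dispensed) in pH 7.5 Tris buffer was preincubated 30 min with compound, then given a substrate mix of 0.016 mM NADPH and 2 mM alpha-KG for 80 min at room temperature; remaining NADPH was read by diaphorase/resazurin fluorescence.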
USP1-UAF1 inh: inhibitors of human USP1/UAF1 deubiquitinase; actives 0.23% (n = 390,000); Potency, µM (titrated, usually from 57.1 µM), for the others: at the highest dose activity change, negative = inhibition, most hits filed as inhibitors; recombinant USP1/UAF1, Ub-Rhodamine cleavage fluorescence; note: potency is the fitted concentration of half-maximal effect; % is set by controls: 0 for no effect and ±100 for the full control effect; nearly all actives have a fitted effect of over 60% in size; inactives centre near -12
Target sequence (O94782 whole entry, looked up): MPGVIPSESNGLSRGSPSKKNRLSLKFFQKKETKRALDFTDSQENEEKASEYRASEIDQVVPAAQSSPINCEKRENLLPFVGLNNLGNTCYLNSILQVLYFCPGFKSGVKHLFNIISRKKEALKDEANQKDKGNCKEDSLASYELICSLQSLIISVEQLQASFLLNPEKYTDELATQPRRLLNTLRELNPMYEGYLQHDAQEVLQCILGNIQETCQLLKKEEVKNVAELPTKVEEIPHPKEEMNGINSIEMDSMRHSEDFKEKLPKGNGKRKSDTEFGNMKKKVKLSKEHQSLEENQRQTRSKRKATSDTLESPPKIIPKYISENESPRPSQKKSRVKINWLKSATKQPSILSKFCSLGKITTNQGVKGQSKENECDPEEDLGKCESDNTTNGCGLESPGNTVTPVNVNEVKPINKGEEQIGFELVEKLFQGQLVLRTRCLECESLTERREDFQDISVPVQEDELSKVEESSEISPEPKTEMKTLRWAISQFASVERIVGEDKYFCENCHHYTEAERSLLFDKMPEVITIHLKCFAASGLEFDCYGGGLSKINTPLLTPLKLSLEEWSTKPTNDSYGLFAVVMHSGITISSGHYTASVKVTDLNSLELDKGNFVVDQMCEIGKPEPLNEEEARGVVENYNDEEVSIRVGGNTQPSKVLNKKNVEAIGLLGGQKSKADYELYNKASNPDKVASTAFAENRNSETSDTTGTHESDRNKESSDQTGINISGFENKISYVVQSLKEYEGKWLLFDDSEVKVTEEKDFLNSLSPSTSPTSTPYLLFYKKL
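Step one: compound is pinned into 1nM USP1/UAF1 in HEPES pH 7.8 buffer with TCEP. Step two: 15 min room-temperature incubation. Step three: Ub-Rho (150nM final) starts cleavage, tracked by fluorescence over six one-minute reads.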
TrxR1 substrate: substrates of rat thioredoxin reductase 1 | O89049 | purified TrxR1 substrate turnover, NADPH consumption readout | Potency, µM (doses to about 114 µM), inactives show at the highest dose activity change, negative = substrate turnover | actives 0.01% (n = 390,000); note: potency is the fitted concentration of half-maximal effect; % is set by controls: 0 for no effect and ±100 for the full control effect; nearly all actives have a fitted effect of over 50% in size
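Rat TrxR1, dispensed at 90 nM, was prereduced with 400 uM NADPH (final) for 5 min at ~22 deg C, then incubated with compound 15 min before 400 uM selenite. A first-read NADPH fluorescence drop versus no-compound background flagged substrates.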
PI4K2A block: blocks human PI4K2A kinase activity; AID 1346378; activity change, negative = inhibition, % at 76.9 µM; Q9BTU6; purified PI4K2A, ADP-Glo luminescence, 1 h; hits give low values; actives 0.13% (n = 420,000); in the data active = activity change below about -50%; inconclusive = mostly about -30% to -49%;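 note: -100% = wells without enzyme as full effect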
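PI4K2A activity was measured by ADP-Glo luminescence: enzyme (4 ug/mL stock) and phosphatidylinositol (1.2 mM stock) in Tris pH 7.5/MgCl2/EGTA/Triton X-100 buffer were reacted with ATP (300 microM stock) for one hour at ambient temperature.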
D2 antag: antagonists of human D2 dopamine receptor; inhibition, % at 10 µM; HEK293 TREx D2 cells, calcium flux, dopamine EC80; P14416; actives 2% (n = 340,000); in the data active = inhibition above about 30%; note: 0% is about no effect
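In this primary screen, negative modulation is detected by tracking calcium flux after an EC80 dopamine challenge in inducible HEK293 T-REx D2 cells preexposed to test compound for 180 s.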
TRHR enhancer: allosterically enhances the human TRH receptor; TRHR cells, fluo-8 calcium fluorescence, EC20 TRH enhancement; actives 0.66% (n = 360,000); enhancement, % at 2 µM; P34981; in the data active = enhancement above about 30%; note: 0% is about no effect
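Enhancer read-out: after compound pinning and an initial kinetic agonist-mode read, an EC20 of TRH (10 nM final) was injected and fluo-8 calcium signal (Ex 480/Em 530) followed at 1 s/cycle for 100 cycles in TRHR-expressing cells.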
rTrxR1 inhibitor: rat TrxR1 inhibition; actives 1% (n = 390,000); recombinant rTrxR1, NADPH fluorescence consumption, selenite substrate; Potency, µM (highest dose often 114 µM), for inactives: at the highest dose activity change, negative = inhibition, hits mostly inhibitors; note: potency is the fitted concentration of half-maximal effect; % is set by controls: 0 for no effect and ±100 for the full control effect; nearly all actives have a fitted effect of over 65% in size
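Rat TrxR1 (90 nM in the dispensed reagent) was pre-reduced with 400 uM NADPH for 5 min at room temperature, then incubated with compound for 15 min. After 400 uM selenite was added, NADPH fluorescence (Ex 340/Em 450 nm) was followed for 8 min.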
TRHR ag: TRH receptor (human) agonism; P34981; TRHR cells, calcium flux fluo-8, FDSS agonist mode; activation, % at 2 µM; actives 0.18% (n = 360,000); in the data active = activation above about 30%; note: 0% is about no effect
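TRHR-expressing cells loaded with fluo-8 calcium dye; 23 nL library compound pin-transferred, kinetic FDSS fluorescence (Ex 480/Em 530) recorded about 180 s for agonist-induced calcium release, before a 10 nM TRH EC20 addition for potentiator mode.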
* = called active by the depositor; ? = inconclusive; . = no result given; [ ] = dose if it differs, or a comment. Unless noted, calls come from the whole dose curve; as a rule, active = well fitted inhibition curve with a large enough effect; inconclusive = small, poorly fitted or top-dose-only effect; inactive = no such curve, though single readings can be large or run the other way.

smiles	D2 ag	mIDH1 inhibitor	USP1-UAF1 inh	TrxR1 substrate	PI4K2A block	D2 antag	TRHR enhancer	rTrxR1 inhibitor	TRHR ag
CCOC(=O)C1=CN(Cc2ccc(Br)cc2)S(=O)(=O)NC1C (centres undefined)	.	11%	-31%	1%	-2	.	.	17%	.
Cc1ccc(O)c(C(=O)c2cc(C#N)c(=O)n(CC3CCCO3)c2)c1 (centres undefined)	-1.4	0%	-8%	-5%	-27	2	0	7%	-1.7
CCOC(=O)c1cnc2c(cnn2C)c1Cl	.	5%	2%	8%[57.1 µM]	5	.	3	20%[57.1 µM]	-0.3
CSc1ncccc1C(=O)OCC(=O)Nc1ccc2c(c1)OCO2	.	1%	-5%	0%[57.1 µM]	-1	.	-4	21%[57.1 µM]	-1.6
COc1ccc2c(c1OC)C(=O)OC2c1c(O)nc(SC)n(-c2ccccc2)c1=O (centres undefined)	2.5	11%	-8%	-4%	-9	-13	3	-3%	0.0
CC1CN(C(=O)COC(=O)Cc2c(Cl)cccc2Cl)CC(C)O1 (centres undefined)	.	9%	-23%	-4%[57.1 µM]	2	.	.	5%[2.29 µM]	.
Nc1nc(-c2ccccc2)nn1C(=O)Cc1ccccc1	2.5	2%	-13%	9%[57.1 µM]	3	0	1	11%[57.1 µM]	0.2
Cc1ccccc1N(CC(=O)N/N=C/c1cc(C)n(-c2ccccc2C)c1C)S(C)(=O)=O	-0.1	2%	-3%	4%[57.1 µM]	3	-2	-4	7%[57.1 µM]	-0.3
CC(C)CCn1c(O)c(N=NC(=O)c2ccco2)c2ccccc21	2.6	1%	-17%	-11%	3	31*	-7	-9%	0.0
Clc1ccc(C2Nc3ccccc3-n3cccc32)cc1 (centres undefined)	1.1	-10%	-3%	4%	0	-7	1	?	0.7
N#CCC(=O)Nc1ccc(C(=O)OCC(=O)N=c2sccn2Cc2ccccc2Cl)cc1	.	2%	-24%	-6%	-4	.	1	-6%	2.0
CCCc1cc(=O)[nH]c(SCC(=O)N(CC(C)C)C2CCS(=O)(=O)C2)n1 (centres undefined)	-1.0	-6%	-14%	-5%[57.1 µM]	0	5	4	8%[57.1 µM]	0.2

Going on with the list.
smiles	D2 ag	mIDH1 inhibitor	USP1-UAF1 inh	TrxR1 substrate	PI4K2A block	D2 antag	TRHR enhancer	rTrxR1 inhibitor	TRHR ag
O=C(CSc1nc(=O)n(CCCN2CCOCC2)c2c1CCC2)Nc1ccc(F)cc1	0.3	2%	-20%	2%	1	0	0	11%	0.8
COc1ccc(C(=O)Nc2nnc(S(=O)(=O)N(C)c3ccc(Cl)cc3)s2)cc1OC	1.6	-10%	-5%	5%	-7	.	5	29%	2.1
COc1ccccc1S(=O)(=O)Cc1ccc(C(=O)NC2CCCCCC2)o1	-1.2	4%	-12%	6%	6	17	-2	?	-0.3
CC(C)c1ccc(NC2(C#N)C(=O)Nc3ccccc32)cc1 (centres undefined)	-0.4	5%	-27%	-11%	12	-11	1	-2%	0.3
CCN(CC(=O)NCc1ccc(Cl)cc1)C(=O)Cc1ccccc1[N+](=O)[O-]	-0.4	0%	-18%	5%	1	-3	-3	32%	0.9
O=c1ccc(N=Nc2ccccc2)ccc1O	-1.6	3%	-8%	-18%[57.1 µM]	-60*	-22	8	-31%[57.1 µM]	-4.0
CCOC(=O)N1CCN(C(=O)CSC2=NS(=O)(=O)c3ccccc3N2)CC1	-0.2	5%	-8%	12%	-11	2	1	27%	0.2
CCOc1nc(Nc2ccc([N+](=O)[O-])cc2)nc(NC(C)(C)C)n1	-1.0	2%	-16%	-5%[57.1 µM]	-2	27	-5	-4%[57.1 µM]	0.3
Cc1cc(C)c2nc3sc(C(=O)N4CCOCC4)c(N)c3cc2c1	5.4	14%	-27%	1%	-4	0	2	17%	19
COc1ccc(-c2cc(-c3ccc(F)cc3)nc3c2COc2ccccc2-3)cc1	-0.7	2%	-28%	20%	-1	.	1	18%	-0.2
COC(=O)c1ccccc1NC(=S)N(Cc1ccc2c(c1)OCO2)Cc1cc2cc(OC)ccc2[nH]c1=O	-0.7	7%	-13%	19%	4	-9	11	-16%	0.0
CN(C(=O)COC(=O)c1n[nH]c(=O)c2ccccc12)c1ccccc1	0.1	-5%	-20%	0%	-1	6	-6	6%	0.5

(further entries)
smiles	D2 ag	mIDH1 inhibitor	USP1-UAF1 inh	TrxR1 substrate	PI4K2A block	D2 antag	TRHR enhancer	rTrxR1 inhibitor	TRHR ag
Cn1c(N)c(C(=O)CSc2nn(-c3ccc(F)cc3)c(=S)s2)c(=O)n(C)c1=O	0.1	1%	-14%	-4%	-2	-16	2	10%	0.2
COc1ccc(Cl)cc1C(=O)NNC(=O)c1cccnc1	0.8	0%	-11%	2%[11.4 µM]	-1	12	2	-14%[11.4 µM]	0.3
CC1Cc2ccccc2N1C(=O)CSC1=NCCS1 (centres undefined)	0.3	6%	-24%	-5%	-9	-7	12	7%	-1.6
COc1cc2[nH]c(=O)n(CCCC(=O)N3CCN(c4cccc(C(F)(F)F)c4)CC3)c(=O)c2cc1OC	-1.0	3%	-10%	-3%	0	.	-1	14%	-0.4
CC(=O)c1cccc(NC(=O)C(C)OC(=O)CCCN=C2NS(=O)(=O)c3ccccc32)c1 (centres undefined)	0.1	?	-16%	6%	-6	1	-1	11%	0.2
CC(C)c1onc(C(=O)N2CCCCC2)c1[N+](=O)[O-]	0.7	-2%	-9%	-4%	2	3	17	1%	-0.5
COc1ccc(NC(=O)CN(C)C(=O)C(C)Oc2ccc(Br)cc2)cc1 (centres undefined)	0.4	-14%	-2%	3%	2	-10	-4	5%	0.1
O=C1CCc2cc(Br)ccc2O1	.	3%	-14%	-6%	-4	.	.	-4%	.
CCCCCn1c(CN2CCN(C(=O)OCC)CC2)nc2c1c(=O)[nH]c(=O)n2C	0.7	-3%	-5%	8%	9	-11	-4	-6%	-0.1
CCOc1cc(/C=C/c2cc(C(=O)O)c3ccccc3n2)ccc1OC	0.6	5%	-22%	-17%	2	7	-9	-25%	-0.2
Cc1onc(-c2ccccc2)c1C(=O)Nc1ccc(N2CCOCC2)cc1	0.6	1%	-24%	3%	-2	-7	3	15%	0.1
CCOc1ccc(N2C(=O)/C(=C/c3ccccc3OCC(=O)OC)N(CC(=O)OC)C2=S)cc1	0.0	3%	-22%	-7%	4	-16	3	3%	0.6

New compounds follow
smiles	D2 ag	mIDH1 inhibitor	USP1-UAF1 inh	TrxR1 substrate	PI4K2A block	D2 antag	TRHR enhancer	rTrxR1 inhibitor	TRHR ag
CC1(C)SC2c3ccccc3C(=O)N2[C@@H]1C(=O)NCc1ccco1 (some centres undefined)	0.2	3%	-29%	8%[57.1 µM]	7	-10	-3	1%[57.1 µM]	0.3
Cc1ccc(CCNC(=O)C23CN(Cc4ccccc4)CC2C(c2ccc([N+](=O)[O-])cc2)=NO3)cc1 (centres undefined)	-1.0	18%	-17%	6%	-7	-9	4	31%[activator]	0.6
Nc1ccccc1Sc1ccc(C(F)(F)F)cc1[N+](=O)[O-]	-0.4	7%	-19%	4%[57.1 µM]	-2	-5	1	23%[57.1 µM]	0.2
O=C(CN1C(=O)S/C(=C/c2ccncc2)C1=O)N1CCOCC1	.	4%	-9%	-13%	-3	.	1	?	0.1
COc1ccccc1NC(=O)CN1CCN(CC(=O)Nc2ccccc2Cl)CC1	0.1	-1%	-6%	9%[57.1 µM]	-11	8	2	9%[57.1 µM]	0.6
CCN1CCN(c2ncc3c(n2)CCN(Cc2cc(Br)cs2)C3)CC1	1.5	-10%	3%	-2%[57.1 µM]	-7	.	5	-2%[57.1 µM]	0.5
COc1ccc(NC(=O)Cn2ncn3nc(-c4ccc(OC)cc4)cc3c2=O)cc1	.	-6%	-23%	10%	-3	.	2	19%	0.5
COc1cc(C)c(S(=O)(=O)Nc2cccc(-c3ccc(N4CCCC4)nn3)c2)cc1C	-0.2	-20%	1%	3%[57.1 µM]	0	.	-7	14%[57.1 µM]	-0.2
CCn1cc(S(=O)(=O)N2CCN(c3ccc(Cl)cc3)CC2)cn1	-0.1	9%	-1%	-9%	3	8	-5	-15%	-1.0
COC(=O)CSc1nc(N2CCOCC2)c2c(c1C#N)CC(C)(C)N(C)C2	0.1	7%	-23%	8%	-1	-14	6	-20%	0.5
CSc1ncccc1C(=O)OCC(=O)N1CCCC1	.	-9%	-9%	1%	-7	.	.	14%	.
CC1CCN(S(=O)(=O)c2ccc(NC(=O)C3CC(=O)N(c4ccccc4)C3)cc2)CC1 (centres undefined)	.	-2%	2%	9%[57.1 µM]	-3	.	4	14%	0.4

No new results follow: an excerpt of the list.
smiles	D2 ag	mIDH1 inhibitor	USP1-UAF1 inh	TrxR1 substrate	PI4K2A block	D2 antag	TRHR enhancer	rTrxR1 inhibitor	TRHR ag
CC(C)c1ccc(NC2(C#N)C(=O)Nc3ccccc32)cc1 (centres undefined)	-0.4	5%	-27%	-11%	12	-11	1	-2%	0.3
CCN(CC(=O)NCc1ccc(Cl)cc1)C(=O)Cc1ccccc1[N+](=O)[O-]	-0.4	0%	-18%	5%	1	-3	-3	32%	0.9
O=c1ccc(N=Nc2ccccc2)ccc1O	-1.6	3%	-8%	-18%[57.1 µM]	-60*	-22	8	-31%[57.1 µM]	-4.0

Record cards (already shown).
COc1cc(C)c(S(=O)(=O)Nc2cccc(-c3ccc(N4CCCC4)nn3)c2)cc1C is entered as D2 ag: -0.2; mIDH1 inhibitor: -20%; USP1-UAF1 inh: 1%; TrxR1 substrate: 3%[57.1 µM]; PI4K2A block: 0; D2 antag: .; TRHR enhancer: -7; rTrxR1 inhibitor: 14%[57.1 µM]; TRHR ag: -0.2
O=C(CN1C(=O)S/C(=C/c2ccncc2)C1=O)N1CCOCC1 is entered as D2 ag: .; mIDH1 inhibitor: 4%; USP1-UAF1 inh: -9%; TrxR1 substrate: -13%; PI4K2A block: -3; D2 antag: .; TRHR enhancer: 1; rTrxR1 inhibitor: ?; TRHR ag: 0.1

From PubChem BioAssay

No enrichment for hits; about 3.9% have a hit in one of these screens.
